TCR CD3 inh – human TCR-CD3 binding inhibition. TAMRA-labeled TCR probe fluorescence, biochemical. inhibition, % at 9.4 µM. hit rate 0.37% among 360,000; in the data active = inhibition above about 19%;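 also: recombinant mutant TCR 2C K166C tagged with TAMRA read by polarization; 0% = receptor in buffer alone and 100% = receptor with positive control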
Tn7 DDE FP – inhibitors of Tn7 peptide binding to human fibrin DD(E); hit rate 0.13% among 370,000; FP displacement of FITC-Tn7 peptide from fibrin DD(E); 0% = median of compound wells per plate; AID 720508; inhibition, % at 8.3 µM; P02675;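 active = inhibition above the mean of compounds falling within the control limits plus 3 SD of them, cut at about 14% in these data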;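 also: 0% = plate median of compound wells and 100% = 10 µM Aha-Tn7 peptide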
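Assay system: human fibrin DD(E). Input: DD(E) 2 µM final. Medium: Tris buffer with calcium and detergent, pH 7.8. Compound dosing: single point at 8.3 µM. Timing: 10 min plus 3 h, room temperature. Technique: fluorescence polarization of the labelled Tn7 tracer. Read-out: percent inhibition. Replicates: singlicate testing.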
SIAE inh – blocks human sialic acid acetylesterase; Q9HAT2; AID 1053197; hit rate 0.69% among 370,000; inhibition, % at 9.66 µM; SIAE FP-Rh probe binding, fluorescence polarization;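 active = inhibition above a cutoff: mean of compounds within the control limits plus 3 SD of those, cut at about 17% in these data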;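 also: 0% = plate median of compound wells and 100% = probe without SIAE protein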
HTRA1 inh – blocks human HTRA1 serine peptidase; AID 504803; hit rate 0.5% among 340,000; recombinant HTRA1, FP-rhodamine activity-based probe, fluorescence polarization; inhibition, % at 5.96 µM; Q92743; in the data active = inhibition above about 36%;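 also: 0% = enzyme with DMSO and 100% = wells lacking enzyme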
UHRF1 MBD2 ctr – UHRF1 methyl-DNA binding inhibition; UHRF1 binding to methylated oligo, TR-FRET; inhibition, % at 4.4 µM; hit rate 0.75% among 370,000; in the data active = inhibition above about 21%;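 also: UHRF1 SRA domain binding a hemimethylated CpG hairpin DNA probe; 0% = median of test compound wells and 100% = reference inhibitor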
PG9 binder – PG9 antibody binding by small molecule; TR-FRET gp120-PG9 antibody binding; inhibition, % at 6.7 µM; hit rate 0.43% among 360,000; AID 624416; in the data active = inhibition above about 8.5%
ABHD4 inh – inhibitors of mouse ABHD4; Q8VD66; purified mABHD4, FP-Rh probe fluorescence polarization; inhibition, % at 8.92 µM; hit rate 0.54% among 370,000; AID 720543;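 active = inhibition exceeding the mean over every tested compound plus 3 SD, cut at about 30% in these data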;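 also: 0% = plate median of compound wells and 100% = S159A mutant with DMSO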
Target sequence (Q8VD66 whole entry, looked up): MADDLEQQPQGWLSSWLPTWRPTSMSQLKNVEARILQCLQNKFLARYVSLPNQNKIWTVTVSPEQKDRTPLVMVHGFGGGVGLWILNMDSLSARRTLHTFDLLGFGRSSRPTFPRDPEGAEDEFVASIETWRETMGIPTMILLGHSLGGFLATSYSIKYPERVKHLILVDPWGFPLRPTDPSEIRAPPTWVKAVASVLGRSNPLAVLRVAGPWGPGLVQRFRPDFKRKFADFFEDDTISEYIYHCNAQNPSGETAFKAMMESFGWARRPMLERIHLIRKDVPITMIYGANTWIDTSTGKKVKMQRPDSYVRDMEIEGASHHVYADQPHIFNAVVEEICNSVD
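system = mouse ABHD4 enzyme, wild type | medium = HEPES pH 7.0, NaCl, Pluronic buffer | also added = FP-Rh probe | incubation = Enzyme–compound pre-incubation 45 min, then probe 60 min, both 25 °C | technique = fluorescence polarization, excitation 525 nm, emission 598 nm, BODIPY TMR filters | controls = S159A mutant high control, sample median low control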
LEDGF integ inh – blocks HIV-1 LEDGF/p75-dependent DNA integration; TR-FRET IN-LEDGF/p75 DNA integration, Eu/Cy5; inhibition, % at 3.7 µM; hit rate 0.64% among 370,000; AID 743269;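 active = inhibition above the screen-wide mean plus 3 SD, cut at about 13% in these data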;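 also: signal is the Cy5 over europium emission ratio at 671 and 618 nm; 0% = plate median of compound wells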
TDP2 inh – blocks human TDP2 phosphodiesterase activity; inhibition, % at 12.8 µM; AID 720702; recombinant TDP2, T5PNP hydrolysis, p-nitrophenol absorbance 415 nm; hit rate 0.34% among 370,000;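 active = inhibition above the mean of all tested compounds plus 3 SD, set per campaign, cut at about 25% in these data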;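 also: 0% = DMSO with enzyme and 100% = buffer with substrate but no TDP2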
Target sequence (O95551 whole entry, looked up): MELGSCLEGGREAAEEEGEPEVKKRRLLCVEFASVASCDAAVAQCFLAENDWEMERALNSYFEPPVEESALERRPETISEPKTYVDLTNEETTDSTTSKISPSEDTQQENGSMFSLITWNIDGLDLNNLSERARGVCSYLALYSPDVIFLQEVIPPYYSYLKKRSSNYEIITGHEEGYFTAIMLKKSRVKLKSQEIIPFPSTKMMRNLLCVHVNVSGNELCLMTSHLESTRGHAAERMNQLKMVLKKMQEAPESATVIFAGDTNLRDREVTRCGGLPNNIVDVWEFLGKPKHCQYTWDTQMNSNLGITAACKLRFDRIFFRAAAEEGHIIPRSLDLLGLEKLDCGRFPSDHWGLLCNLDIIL
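test system = human TDP2 enzyme | input = TDP2 enzyme at 120 nM final | medium = 50 mM Tris-HCl pH 7.5 with Mg2+, KCl, DTT, BSA | also added = T5PNP substrate, 5 mM | times = 2 h at 37 °C | technique = epi absorbance | benchmarks = high control without enzyme, low control DMSO plus TDP2 | replication = each compound tested once, singlicate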
PRMT1 inh – PRMT1 (human) inhibition, primary screen. Q99873. recombinant PRMT1, activity-based probe fluorescence polarization. inhibition, % at 2.79 µM. hit rate 1.3% among 370,000. AID 652257;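 active = inhibition above about 21% made by adding two undisclosed values, limit read from the data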
Target sequence (Q99873 whole entry, looked up): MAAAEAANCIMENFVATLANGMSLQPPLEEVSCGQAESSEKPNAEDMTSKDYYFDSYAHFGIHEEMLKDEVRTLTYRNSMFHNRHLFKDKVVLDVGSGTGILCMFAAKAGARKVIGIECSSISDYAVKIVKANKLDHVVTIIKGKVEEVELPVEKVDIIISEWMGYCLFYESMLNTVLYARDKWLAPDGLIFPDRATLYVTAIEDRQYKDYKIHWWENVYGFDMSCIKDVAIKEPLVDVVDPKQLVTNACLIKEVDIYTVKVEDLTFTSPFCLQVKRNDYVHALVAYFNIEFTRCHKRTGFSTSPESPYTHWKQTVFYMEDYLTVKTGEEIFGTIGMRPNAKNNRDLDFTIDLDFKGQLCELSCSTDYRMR
Starred values were filed as active, the others as inactive; · = no result given.

Below each compound: TCR CD3 inh	Tn7 DDE FP	SIAE inh	HTRA1 inh	UHRF1 MBD2 ctr	PG9 binder	ABHD4 inh	LEDGF integ inh	TDP2 inh	PRMT1 inh
Cc1ccccc1NC(=O)c1ccc(Cl)c(NC(=O)c2cccnc2)c1
    -4.7	-0.6	0.2	·	-0.8	-0.7	1.7	-1.8	-6.4	1.2
Cc1c(C(=O)O)oc2ccc(S(=O)(=O)N3CC(C)CC(C)C3)cc12 (stereo not given)
    -1.6	6.9	-0.5	-1.6	3.9	0.0	-16.2	0.6	1.6	0.3
CC(=O)Nc1ccc(-c2ccnc3c2CC(C(=O)NCc2ccco2)O3)cc1 (stereo not given)
    1.2	1.7	4.0	·	0.9	-2.2	5.9	-2.6	-9.8	1.4
CC1(C)CC(=O)C2=C(C1)NC(=O)NC2c1ccccc1Cl (stereo not given)
    2.2	2.6	-4.2	-6.8	-2.0	0.3	-3.0	-1.8	0.2	-2.8
O=S(=O)(c1ccc(Cl)nc1)N1CCCC1
    -3.5	4.3	13.8	4.8	0.0	2.0	4.5	2.9	-3.5	2.4
CC(C)(C)C(=O)N1CCN(c2ccc(NC(=O)c3ccc4c(c3)OCCO4)cc2)CC1
    1.1	-0.7	-7.5	-1.3	-1.7	-4.0	1.1	-1.6	-3.2	-1.0
C[C@@H]1CN([C@H](C)CO)C(=O)CCCn2nncc2CO[C@H]1CN(C)Cc1ccncc1
    -0.8	-1.4	-3.5	2.5	1.4	-1.6	0.5	4.2	5.8	0.4
CCOc1ccc(NC(=O)c2cccnc2SC)cc1
    -1.0	-7.8	6.2	3.0	-0.1	-4.0	-0.7	6.5	-4.0	-3.0
O=C(O)CSCC(=O)NC1CCCc2ccccc21 (stereo not given)
    10.2	8.9	6.9	0.0	-0.6	2.5	1.6	-2.4	-8.7	1.4
CCN(CC(=O)NCc1ccc(Cl)cc1)C(=O)c1ccc2cc(OC)ccc2c1
    -0.7	-0.9	6.8	-16.5	1.1	1.3	-5.2	3.2	13.1	-0.5
N#Cc1ccc(NC(=O)CN2C(=O)NC3(CCCC3)C2=O)cc1
    -5.9	-8.3	5.3	1.4	0.1	0.3	-1.8	-2.7	-1.9	-4.8
N#CCc1cc2ccc3cccc4ccc(c1)c2c34
    -4.6	-2.4	0.6	-26.3	0.9	-3.1	-12.0	1.8	3.0	0.0
CCN(CC)S(=O)(=O)c1cccc(-c2nn(-c3ccccc3)cc2/C=C(\C#N)C(=O)NCc2ccco2)c1
    8.0	2.6	-2.0	-13.0	0.9	-1.6	5.0	-0.4	-10.6	-0.6
Cc1ccc(CS(=O)(=O)CCC(=O)NCCN2CCCCC2C)cc1 (stereo not given)
    -1.4	1.6	-9.1	0.7	2.1	0.6	-1.9	0.5	-2.5	-5.3
C/C(=N/NC(=O)CNC(=O)c1cccnc1)c1ccccc1
    -3.6	-5.2	-1.2	13.1	-0.8	-1.3	-1.5	-2.1	0.1	-5.7
O=C(O)c1cccc(NS(=O)(=O)/C=C/c2ccccc2)c1
    5.2	2.1	0.9	6.5	-0.6	-0.8	3.0	-0.8	12.6	-0.1
CCOC(=O)N1CCC(N2CCN(S(=O)(=O)c3ccc(Cl)cc3)CC2)CC1
    3.7	3.6	-1.6	10.1	-2.1	-0.7	11.5	-1.4	9.5	0.1
CC(C)(C)CN1C(N)=NC[C@H]1Cc1ccc(O)cc1
    1.3	2.8	2.0	-7.4	-0.2	-0.3	10.5	-0.4	-2.0	0.1
C=C(C)Cn1c(N(CCO)Cc2ccccc2)nc2c1c(=O)[nH]c(=O)n2C
    -1.4	-10.8	1.4	-1.1	84.4*	0.6	3.5	3.7	10.8	2.1
CC1CCc2c(c3ccccc3[nH]c2=O)O1 (stereo not given)
    -4.5	-1.7	-0.1	-4.2	2.8	-0.8	-2.9	3.1	-3.9	-0.8
Cc1cc(=O)n2nc(N3CCCC(C(=O)N4CCN(c5ccccc5)CC4)C3)sc2n1 (stereo not given)
    3.1	-5.7	5.2	-3.5	0.4	0.2	2.8	-0.6	0.0	-1.1
Cc1ccc(C(NC(=O)c2cccc(S(=O)(=O)N3CCN(C)CC3)c2)c2ccccc2)cc1 (stereo not given)
    7.4	-6.9	-8.1	-3.3	-0.8	-1.2	-9.0	6.9	-17.2	-4.9
Cc1ccc(N(C(C)C(=O)Nc2ccc(S(=O)(=O)N3CCOCC3)cc2)S(C)(=O)=O)cc1 (stereo not given)
    -4.0	0.0	-2.9	-8.4	-0.4	-1.0	-0.4	3.8	0.1	1.2
CCN1C(=O)CC2(C[N+]3(C)CCC2CC3)C1=O (stereo not given)
    0.8	-5.2	-1.4	4.0	-0.2	-2.5	4.6	0.0	7.2	-2.6
O=C(c1c(Cl)nc2sccn12)N(C(=O)c1c(Cl)nc2sccn12)c1ccc(Cl)cn1
    -7.3	1.4	4.0	-11.8	-1.6	0.2	-8.6	0.0	6.8	-3.8
O=S1(=O)CC(N2CCCC2)CN1Cc1cn(Cc2cccc(Cl)c2)nn1 (stereo not given)
    0.3	-7.1	-1.7	·	5.5	1.5	2.2	4.4	-5.0	-7.1
Cc1ccc(NC(=O)CN(C)C(=O)COc2ccccc2-c2ccccc2)cc1
    -1.9	1.1	-6.0	-20.8	2.3	-0.2	-21.2	0.1	-3.4	-1.3
O=C(CNC(=O)c1ccco1)OCc1cccc(Cl)c1
    3.5	-3.2	-6.2	10.6	-0.2	-0.7	-7.9	-0.6	2.9	-1.7
Cc1ccc2c(C(=O)CN3CCN(c4ccccc4)CC3)c(C)[nH]c2c1
    -1.6	-2.3	0.7	-8.5	2.7	-1.0	-2.1	3.1	-18.7	-2.6
O=C(Cn1c(=O)oc2ccccc21)NCCc1ccccc1Cl
    -3.2	1.1	-6.0	-4.9	1.7	1.0	-6.5	-0.9	-10.6	5.3

Three neighbouring entries already listed, quoted:
Below each compound: TCR CD3 inh	Tn7 DDE FP	SIAE inh	HTRA1 inh	UHRF1 MBD2 ctr	PG9 binder	ABHD4 inh	LEDGF integ inh	TDP2 inh	PRMT1 inh
C=C(C)Cn1c(N(CCO)Cc2ccccc2)nc2c1c(=O)[nH]c(=O)n2C
    -1.4	-10.8	1.4	-1.1	84.4*	0.6	3.5	3.7	10.8	2.1
CC1CCc2c(c3ccccc3[nH]c2=O)O1 (stereo not given)
    -4.5	-1.7	-0.1	-4.2	2.8	-0.8	-2.9	3.1	-3.9	-0.8
Cc1cc(=O)n2nc(N3CCCC(C(=O)N4CCN(c5ccccc5)CC4)C3)sc2n1 (stereo not given)
    3.1	-5.7	5.2	-3.5	0.4	0.2	2.8	-0.6	0.0	-1.1

(cont.)
Below each compound: TCR CD3 inh	Tn7 DDE FP	SIAE inh	HTRA1 inh	UHRF1 MBD2 ctr	PG9 binder	ABHD4 inh	LEDGF integ inh	TDP2 inh	PRMT1 inh
COc1ccc(C(CNC(=O)c2ccc(S(=O)(=O)N(C)C)cc2)N2CCCCC2)cc1 (stereo not given)
    -7.0	-4.0	-5.8	1.5	5.1	-1.1	-3.4	-1.9	-7.8	0.8
O=C(/C=C/c1ccccc1)NC(NC(=S)Nc1ccc(C(=O)O)cc1)C(Cl)(Cl)Cl (stereo not given)
    5.8	-3.7	-14.3	-17.8	1.5	-2.6	-35.4	1.5	-12.9	1.8
Cc1ccc(N2CC(C(=O)N3CCc4ccccc4C3)CC2=O)cc1 (stereo not given)
    8.2	5.5	4.3	-7.1	-1.6	0.2	-5.2	-2.3	8.8	-0.7
O=c1[nH]c2ccccc2cc1CN(Cc1cccnc1)S(=O)(=O)c1ccc(Cl)cc1
    3.5	-0.3	-9.4	-7.9	-1.0	-1.4	-3.1	0.0	1.2	-1.7
Cc1ccc(C(=O)COC(=O)CCCC(=O)NC2CCCCC2)cc1[N+](=O)[O-]
    -5.0	10.0	13.9	-0.5	48.1*	2.0	0.1	-2.2	-3.0	1.3
CC(=O)Nc1ccc(S(=O)(=O)Oc2cccc(/C=N/N=C3/NC(=O)C(CC(=O)O)S3)c2)cc1 (stereo not given)
    9.3	-2.7	0.8	4.5	-1.9	-0.3	1.4	2.1	6.9	-3.4
CN(CC(=O)Nc1c(Cl)cccc1Cl)C(=O)c1sccc1-c1ccccc1
    5.8	-11.5	-8.7	-2.5	0.8	-1.1	-1.5	1.1	1.9	0.0
O=C(/C=C/c1ccccc1)Nc1ccc(NC(=O)c2cccs2)cc1
    -0.7	-1.2	-0.3	-4.0	-1.4	-0.8	-3.5	1.6	-14.3	-2.2
CCC(C)NC(=O)Nc1ccccc1F (stereo not given)
    -0.8	8.2	9.6	2.8	-1.7	1.2	-1.9	-1.5	-6.0	-3.7
S=C(NCCc1cccc(Cl)c1)NC1CCCCC1
    4.2	6.9	3.9	-16.3	-2.5	-0.4	-1.5	-8.8	-13.1	-0.8
CCC(=O)N1CCc2cc(Br)cc(S(=O)(=O)N3CCCC(C(=O)O)C3)c21 (stereo not given)
    2.1	0.8	-2.5	-5.1	-2.1	-1.2	3.1	2.8	-1.1	-7.5
N#C/C(=C\c1ccc[nH]1)C(=O)Nc1ccccc1Cl
    1.2	-2.1	-6.4	-0.3	1.6	-0.4	2.5	0.1	-1.7	-0.1
Cc1ccc(N2CC(C(=O)N3CCC(c4nc5ccccc5[nH]4)CC3)CC2=O)cc1C (stereo not given)
    -10.6	-5.2	1.2	-1.0	0.3	-0.1	9.6	-3.5	-4.8	2.2
CCOC(=O)C1CCCN(C(=O)CSc2ccc(NC(C)=O)cc2)C1 (stereo not given)
    -0.5	-10.2	3.1	-3.8	5.1	-0.9	-3.6	1.1	0.2	20.5
Cc1ccc(-c2cc3nc(C)cc(NCc4ccco4)n3n2)cc1
    -7.2	-5.2	-6.9	-43.6	-2.5	0.3	-10.9	-0.5	-7.2	0.6
O=C(NC(=S)NCCc1ccccn1)c1ccco1
    -6.7	1.7	-3.3	2.1	2.9	-2.3	5.2	0.8	2.6	-2.0
COc1ccc(CCN2CC3=C(C2=O)C(c2ccccc2)NC(=O)N3C)cc1OC (stereo not given)
    0.7	-2.5	1.8	0.6	-2.2	1.2	13.2	0.2	2.9	0.3
O=C(CCCc1cccs1)Nc1ccc2c(c1)OCO2
    -3.0	-0.5	2.8	-7.0	-2.6	0.0	1.7	-2.1	3.8	2.7
COc1cccc(CN2CC(C(=O)NCCOc3cccnc3)CCC2=O)c1 (stereo not given)
    -4.6	4.3	1.6	-2.1	4.9	2.1	27.2	2.3	-8.6	2.2
Cc1cc(C(N)=O)c2ccccc2n1
    -1.5	-5.2	12.0	-0.8	-0.1	-0.3	-3.0	1.2	-4.1	-2.4
COc1ccc(S(=O)(=O)NCCC(=O)OCC(=O)NC2CC2)cc1
    -5.3	6.0	-2.9	8.4	0.7	-1.1	-4.7	-2.3	-1.0	2.8
COc1ccc(NC(=O)c2cccc(F)c2)cc1Cl
    2.1	-4.3	-9.6	-16.5	0.4	1.4	-13.4	0.1	5.2	-0.7

From PubChem BioAssay
